NCOA2 inhibitor: inhibits human steroid receptor coactivator 2 | HEK293 GAL4-SRC2 luciferase reporter, luminescence | Q15596 | 0.17% of 370,000 active | inhibition, % at 9 µM;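 active = inhibition above the mean inhibition of all tested compounds plus 3 SD, set per campaign, cut at about 52% in these data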;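 note: 0% = DMSO treated cells and 100% = cells given Gossypol at 36 µM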
Target sequence (Q15596 whole entry, looked up, the tested form may be a part): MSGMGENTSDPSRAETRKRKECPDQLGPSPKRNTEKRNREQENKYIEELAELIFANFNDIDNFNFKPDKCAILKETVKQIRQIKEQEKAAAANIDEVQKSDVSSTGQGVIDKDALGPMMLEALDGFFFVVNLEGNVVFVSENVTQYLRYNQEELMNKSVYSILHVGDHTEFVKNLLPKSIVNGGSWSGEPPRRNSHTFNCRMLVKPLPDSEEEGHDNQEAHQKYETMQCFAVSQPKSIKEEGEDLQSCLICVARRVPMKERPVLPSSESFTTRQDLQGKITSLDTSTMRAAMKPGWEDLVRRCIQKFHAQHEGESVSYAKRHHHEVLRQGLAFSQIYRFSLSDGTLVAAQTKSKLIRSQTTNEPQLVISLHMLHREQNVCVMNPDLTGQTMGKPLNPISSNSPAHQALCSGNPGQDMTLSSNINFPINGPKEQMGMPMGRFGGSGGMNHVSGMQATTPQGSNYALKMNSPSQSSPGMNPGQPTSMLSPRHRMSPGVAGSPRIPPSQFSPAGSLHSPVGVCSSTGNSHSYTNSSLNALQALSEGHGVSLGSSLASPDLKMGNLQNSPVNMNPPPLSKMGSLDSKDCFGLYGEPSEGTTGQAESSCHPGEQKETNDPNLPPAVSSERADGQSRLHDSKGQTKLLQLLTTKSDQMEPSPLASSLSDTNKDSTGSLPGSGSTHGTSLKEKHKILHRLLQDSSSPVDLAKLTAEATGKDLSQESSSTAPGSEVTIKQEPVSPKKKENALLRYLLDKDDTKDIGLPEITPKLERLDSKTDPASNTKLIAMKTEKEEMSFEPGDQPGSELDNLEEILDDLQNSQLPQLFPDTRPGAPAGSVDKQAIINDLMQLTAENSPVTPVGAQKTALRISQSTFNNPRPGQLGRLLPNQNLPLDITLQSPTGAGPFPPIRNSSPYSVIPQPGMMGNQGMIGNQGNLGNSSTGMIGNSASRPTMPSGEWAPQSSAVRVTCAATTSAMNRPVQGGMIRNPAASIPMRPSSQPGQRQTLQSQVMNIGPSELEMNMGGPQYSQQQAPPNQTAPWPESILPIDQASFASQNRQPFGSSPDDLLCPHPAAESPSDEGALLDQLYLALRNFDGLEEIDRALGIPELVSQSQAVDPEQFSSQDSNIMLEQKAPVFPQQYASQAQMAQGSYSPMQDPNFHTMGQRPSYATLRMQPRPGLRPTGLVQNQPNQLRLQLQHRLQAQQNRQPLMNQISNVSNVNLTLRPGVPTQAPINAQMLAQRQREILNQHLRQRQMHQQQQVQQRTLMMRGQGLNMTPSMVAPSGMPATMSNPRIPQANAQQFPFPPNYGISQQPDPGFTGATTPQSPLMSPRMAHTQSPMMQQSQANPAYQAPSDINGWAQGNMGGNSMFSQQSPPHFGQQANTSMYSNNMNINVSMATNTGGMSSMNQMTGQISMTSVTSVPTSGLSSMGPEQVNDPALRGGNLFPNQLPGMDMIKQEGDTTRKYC
TWEAK Fn14 block: TWEAK-Fn14 signaling inhibition; inhibition, % at 10 µM; TWEAK-stimulated Fn14 reporter cells, luciferase luminescence, 8 h; 2% of 360,000 active; in the data active = inhibition above about 50%
NR2F2 inh: blocks human COUP-TFII nuclear receptor. HEK293T NGFI-A luciferase reporter, luminescence. inhibition, % at 8.6 µM. 0.7% of 370,000 active;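 active = inhibition above a per-plate cutoff, mean inhibition of test wells between control levels plus 3 SD, cut at about 38% in these data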;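 note: cells cotransfected with COUP-TFII expression vector driving the NGFI-A reporter; 0% = median of COUP-TF2 test wells and 100% = reporter-only cells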
SRC3 inh: inhibitors of human steroid receptor coactivator 3 (SRC3) | 0.17% of 360,000 active | HEK293 GAL4-SRC3 luciferase reporter, luminescence | Q9Y6Q9 | AID 588352 | inhibition, % at 3.6 µM;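 active = inhibition above a per-campaign cutoff, the mean of all compounds plus 3 SD, cut at about 60% in these data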;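 note: 0% = DMSO-treated cells and 100% = gossypol-treated cells at 36 µM; higher means less SRC3-driven luciferase light from the GAL4 reporter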
NCOA1 inh: inhibits human SRC1 coactivator | 0.12% of 360,000 active | HEK293 GAL4-SRC1 luciferase reporter, luminescence | inhibition, % at 3.6 µM | AID 588354 | Q15788;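 active = inhibition above the campaign mean plus 3 SD, with each screening campaign given its own cutoff, cut at about 60% in these data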;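 note: 0% = DMSO treated cells and 100% = gossypol at 36 µM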
TLR9-MyD88 inh: blocks human TLR9 binding to MyD88. inhibition, % at 4.98 µM. 0.21% of 340,000 active. CHO BLA complementation TLR9-MyD88, CCF4 FRET ratio;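 active = inhibition above the mean over all tested compounds plus 3 SD, cut at about 21% in these data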;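 note: 0% = DMSO only wells and 100% = clavulanate BLA inhibitor control wells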
EBV LMP1 NFkB: reduces LMP1-driven NF-kappaB luciferase signal; LMP1-induced NF-kappaB luciferase reporter cells, luminescence; inhibition, % at 12.5 µM; 0.69% of 350,000 active; in the data active = inhibition above about 41%;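 note: 0% = neutral control wells and 100% = reference inhibitor control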
LRH-1 inv ag: suppresses constitutive activity of human LRH-1; HEK293T StAR-luciferase reporter, LRH-1 transfected, 24 h; inhibition, % at 3.6 µM; 0.13% of 360,000 active;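 active = inhibition above the mean inhibition of all tested compounds plus 3 SD, cut at about 73% in these data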;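 note: 0% = DMSO wells and 100% = reporter-only cells lacking LRH-1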
TROY NFkB inh: blocks TROY-dependent signaling in reporter cells; Q293 LMP1-TROYcd NF-kB luciferase reporter, 4 h; inhibition, % at 10 µM; 0.98% of 360,000 active; AID 1347056;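 active = compounds whose plate-normalised and pattern-corrected inhibition of the luciferase reporter signal at the single screening dose is 50% or more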
C8 TRAIL sens: caspase-8 TRAIL sensitization; 1% of 360,000 active; inhibition (viability loss, TRAIL sensitization), % at 10 µM; NB7+C8 cells + TRAIL, ATPlite viability luminescence;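 active = compounds causing at least 50% loss of cell viability in the single-dose screen, relative to plate controls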
NOD2 RIPK2 PPI: inhibitors of human NOD2-RIPK2 interaction; CHO BLA complementation NOD2-RIPK2, CCF4 ratio; 0.38% of 360,000 active; inhibition, % at 4.98 µM; in the data active = inhibition above about 21%;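 note: 0% = vehicle only and 100% = reference blocker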
Starred values were filed as active, the others as inactive; · = no result given. A portion of the library, so the mix of outcomes need not match the whole.

SMILES	NCOA2 inhibitor	TWEAK Fn14 block	NR2F2 inh	SRC3 inh	NCOA1 inh	TLR9-MyD88 inh	EBV LMP1 NFkB	LRH-1 inv ag	TROY NFkB inh	C8 TRAIL sens	NOD2 RIPK2 PPI
N#CC(C(=O)NC1CC1)c1nc2ccccc2nc1N1CCN(C/C=C/c2ccccc2)CC1 (centres undefined)	-1	0	1	1	0	-2	0	17	-5	-4	6
Cc1nc2nc(CNC(=O)OC(C)(C)C)nn2c(C)c1CCC(=O)Nc1ccc2c(c1)OCO2	-15	-13	5	-13	-26	5	-19	-22	-18	-10	-4
O=C(c1cccc(O)c1)N1CCN(C(=O)C2CC2)CC1	13	13	3	18	2	-7	3	5	1	-8	-5
NC(=O)CSc1nc2scc(-c3ccc(Cl)cc3)c2c(=O)n1Cc1ccccc1	15	21	9	10	-1	-14	6	-4	14	1	-7
O=C(Cn1cc2c(n1)CCCC2)NC1CCN(Cc2ccccc2)CC1	-45	-16	-3	3	-4	12	-8	-12	3	-12	6
CCSc1nnc(-c2ccncc2)n1Cc1ccccc1	15	21	18	-1	1	10	2	-4	19	-1	-2
Cc1cccc(N2CCN(CC(=O)Nc3ccc(S(=O)(=O)N4CCOCC4)cc3)CC2)c1C	26	10	20	25	15	-7	19	3	32	13	4
O=C(C(=O)N1CCN(c2ccccc2F)CC1)c1cn(CC(=O)N2CCOCC2)c2ccccc12	4	-10	-2	10	-3	5	-4	6	8	15	-4
CC(=O)c1cc(CN2CCC(n3nccc3NC(=O)c3ccccc3C)CC2)cs1	-10	-13	-11	5	-4	1	-6	-8	19	3	5
CC(=O)NCCNC(=O)Cn1nnc(-c2ccccc2)c1COc1ccc2ccccc2c1	22	4	0	-14	-3	·	·	-4	2	-10	-2
COc1cc(C2C(C(=O)c3cccs3)=C(O)C(=O)N2Cc2ccco2)cc(OC)c1OC (centres undefined)	-5	-2	7	-7	-22	4	-15	-11	-5	-31	-1
CCn1cc(C(=O)NCCc2ccc(OC)c(OC)c2)c(=O)c2cc(S(=O)(=O)N3CCOCC3)ccc21	-21	-38	-10	13	-9	9	-8	11	-16	-8	-3
O=C(CCC(=O)OCC(=O)c1ccc([N+](=O)[O-])cc1)NC1CCCCC1	1	4	-9	16	3	-7	1	11	12	-6	3
O=C(Cc1ccc2c(c1)OCCO2)N/N=C/c1ccco1	21	-10	-21	5	-2	-8	7	7	6	-4	0
O=C(NCc1cccnc1)c1ccc(-c2cccc(Cl)c2Cl)o1	-28	-8	-3	-1	9	0	-7	1	-5	-4	-8
CC1CC(C)CN(C(=O)COC(=O)Cc2ccc(Br)cc2)C1 (centres undefined)	-17	4	1	5	-7	9	3	5	-7	-12	-2
CCN(C[C@H]1N[C@@](Cc2ccccc2)(C(=O)OC)[C@H]2C(=O)N(C)C(=O)[C@@H]12)S(=O)(=O)c1ccc(OC(F)(F)F)cc1	16	25	10	1	-23	-14	6	-1	3	22	-9
COCC(=O)N(C)C1(c2nnnn2CCOC(=O)Nc2ccc(Cl)cc2)CCCC1	-7	-9	-33	8	-8	7	-11	-19	-17	3	6
COc1ccc(N2CCN(C(=O)c3ccc(CS(=O)(=O)c4ccccc4C)o3)CC2)cc1	-18	-5	23	-3	-10	-2	5	-29	6	-2	-16
O=C(Nc1c(C(=O)C2CC2)oc2ccccc12)c1ccc(Cl)cc1	12	-21	6	1	9	-4	3	-2	-3	-8	1
COc1ccc(-c2cc(CNS(=O)(=O)c3ccccc3)on2)cc1	1	30	4	3	-6	14	-8	-4	-15	-2	-6
O=C(/C=C/Nc1ccc(S(=O)(=O)Nc2ncccn2)cc1)c1ccc2ccccc2c1	6	-8	-9	20	11	8	5	9	-2	19	-6
CCCCC(=O)NCc1ccc2c(c1)cc(C)n2C	2	4	2	-8	-94	1	-2	22	16	-3	-2
O=C(c1ccco1)N1CCN(Cc2cc(=O)c(OCc3ccccc3F)co2)CC1	-22	-13	2	13	-12	-2	6	1	-5	-9	-11
CCOC(=O)c1ccccc1NC(=S)N1CCN(C(=O)c2ccco2)CC1	-6	8	-1	-8	-1	-2	-3	-8	3	2	-21
COCc1cc(C)nc2sc(C(=O)Nc3nccs3)c(N)c12	21	-3	-1	-24	-39	0	-10	-2	3	-14	4
O=C(COC(=O)c1cnccn1)NCc1ccccc1	-3	-6	-12	1	-11	-4	6	7	14	-13	-2
COc1ccccc1N(CC(=O)NC(C)(C)C)C(=O)c1ccc(Cl)nc1	-31	-6	11	14	-12	2	-1	-4	-17	9	6
Cc1ccc(NC(=O)c2ccccc2-c2cc(C)no2)cc1	-5	19	11	9	-20	-3	-1	13	0	-5	-7
COc1ccc(Cn2c(-c3ccc(OC)c(O)c3)nc3ccccc32)cc1O	-61	-15	8	-48	-14	4	-4	-9	-27	-7	1

Three compounds from above, arranged by their value in TWEAK Fn14 block, descending:
molecule	NCOA2 inhibitor	TWEAK Fn14 block	NR2F2 inh	SRC3 inh	NCOA1 inh	TLR9-MyD88 inh	EBV LMP1 NFkB	LRH-1 inv ag	NOD2 RIPK2 PPI
Cc1cccc(N2CCN(CC(=O)Nc3ccc(S(=O)(=O)N4CCOCC4)cc3)CC2)c1C	26	10	20	25	15	-7	19	3	4
O=C(NCc1cccnc1)c1ccc(-c2cccc(Cl)c2Cl)o1	-28	-8	-3	-1	9	0	-7	1	-8
O=C(C(=O)N1CCN(c2ccccc2F)CC1)c1cn(CC(=O)N2CCOCC2)c2ccccc12	4	-10	-2	10	-3	5	-4	6	-4

Following part
SMILES	NCOA2 inhibitor	TWEAK Fn14 block	NR2F2 inh	SRC3 inh	NCOA1 inh	TLR9-MyD88 inh	EBV LMP1 NFkB	LRH-1 inv ag	TROY NFkB inh	C8 TRAIL sens	NOD2 RIPK2 PPI
Cc1ccc(S(=O)(=O)NNC(=S)Nc2c(Cl)cccc2Cl)cc1	-5	1	11	14	4	-2	-3	5	-16	-7	-7
Cc1cc(C)c(C(N)=O)c(SCC(=O)c2cc(C)c(C)cc2C)n1	-11	-11	13	5	-1	-9	5	-15	-17	-4	-4
COc1ccccc1S(=O)(=O)Cc1ccc(C(=O)NCC(OC)OC)o1	-3	13	10	4	5	-7	-9	10	-5	3	0
Nc1ccccc1OCCOCCOc1ccccc1N	-15	-10	6	-5	-8	-13	8	24	0	-15	-3
Cc1cc(-c2cccs2)c(C#N)c(=S)[nH]1	-14	-18	8	3	-5	-2	3	15	-21	-7	-6
COc1cccc(/C=N/Nc2ccnc(=O)[nH]2)c1O	-40	-16	-41	-45	-33	-4	10	-29	-44	48*	4
Clc1cccc(C2CCN(Cc3nc(COc4ccccc4)no3)C2)c1 (centres undefined)	13	12	-13	4	-1	-5	-3	20	0	3	-7
CCOC(=O)c1cnc2c(-c3cccc(Br)c3)cnn2c1C	-4	-43	12	-19	-34	4	-13	-16	-81	-5	7
CC[C@]12c3[nH]c4ccc(OC)cc4c3CCN1C(=O)C(CC(=O)NCc1ccco1)C[C@@H]2C(=O)N1CCN(C(=O)c2ccco2)CC1 (some centres undefined)	21	-5	5	-19	10	3	-3	8	6	-2	-5
COc1ccc(-n2c(C)cc(C(=O)CSc3nnc(-c4ccoc4C)n3C)c2C)cc1	-3	22	11	6	2	-2	-4	11	-18	-4	1
COc1ccc(C(=S)N2CCOCC2)cc1OC(=O)c1ccccc1Cl	23	-10	18	-4	0	1	-4	-4	-23	-9	-2
Cc1ccc(C)c(NS(=O)(=O)c2c(C)nn(C)c2C)c1	11	-2	-2	20	0	1	-1	0	-1	-4	4
CCOC(=O)N/N=C/C(Cl)=C/c1ccccc1	-60	-41	-27	-44	-41	6	-4	-57	-40	9	16
Clc1ccc(Oc2nc3c(Cl)cccc3s2)cc1Cl	-6	3	-6	2	-5	1	-17	-7	-22	21	-10
N#C/C(=C/Nc1ccccc1)c1ccsc1	-7	6	-21	-3	-14	5	-5	-22	-23	-5	-12
Fc1cccc(Cl)c1CSc1ccc(-c2ccco2)nn1	-51	-18	-38	-78	-49	-8	-17	-64	3	22	-9
Cn1cnc(S(=O)(=O)Nc2ccc3c(c2)OCCO3)c1	6	6	-11	2	-11	·	1	9	3	4	-7
Cc1ccc(C(=O)NCCN2CCOCC2)cc1S(=O)(=O)N1CCCCC1	-7	14	1	-18	0	0	-2	13	-11	-13	3
COC(=O)C(C)Sc1ccc2nnc(-c3cccc(F)c3)n2n1 (centres undefined)	-7	17	6	0	11	4	11	-4	-3	1	0
Cc1ccc(NC(=O)C2CCN(S(=O)(=O)c3cccs3)CC2)cc1C	·	34	·	12	12	6	-2	3	-11	-5	-10
O=C1CC2(CCOCC2)Oc2ccc3ccccc3c21	11	6	-15	0	-8	6	-1	-14	-17	-9	7
O=c1[nH]c(CN2CCN(c3ccccn3)CC2)nc2c(Br)cc(Br)cc12	13	-9	-17	-2	-4	-2	9	1	12	3	-3
O=C(NNC1=NCCCCC1)Nc1ccc(Cl)cc1	-27	-16	-11	-27	-33	-1	-14	-20	-8	6	-3
CCCc1cc(=O)[nH]c(SCC(=O)c2ccc3c(c2)NC(=O)CO3)n1	-10	-4	-18	8	-33	2	1	5	12	0	-21
CCS(=O)(=O)N1Cc2ccccc2CC1C(=O)Nc1ncc(C)s1 (centres undefined)	-24	5	-24	-18	-42	12	-23	-16	35	0	-6
O=C(Cc1ccccc1[N+](=O)[O-])NCc1ccccc1Cl	-43	-10	-29	-65	-105	4	-24	-133	-50	26	-2
O=C(NCc1ccccc1)C1CCCN(c2nc3ccsc3c(=O)s2)C1 (centres undefined)	10	-5	-18	-6	5	5	6	-2	-5	-15	5
COc1ccccc1C(=O)N/N=C(\C)c1cccnc1	3	-7	0	-9	-17	-1	20	-25	-14	12	-6
CCc1nc2ccc(C(=O)NCc3ccc4c(c3)OCO4)cn2c1N(CCC(C)C)CCN(C)C	-32	-19	5	5	4	·	·	11	10	2	-4
Oc1ccccc1C1=NOC(O)(C(F)F)C1 (centres undefined)	-16	-13	17	-2	-12	2	2	-18	-7	0	-5
CCCNC(=O)COC(=O)c1ccccc1C(=O)N(C)C1CCCCC1	-3	5	-5	2	12	13	-8	-3	8	4	-4
Cc1ccc([N+](=O)[O-])c2c1C(N1CCCC1)C(C)(C)O2 (centres undefined)	16	-8	7	12	-11	5	16	20	16	-7	-8
CCNC(=S)Nc1ccc2c(c1)c(=O)n(C)n2CC=C(C)C	-14	-16	-27	-22	-3	·	·	-1	-16	0	13
Cn1nnnc1NCc1ccc(Cl)c(Cl)c1	8	-11	-1	17	-12	-1	-2	-1	10	-4	-14
COc1ccc(NC(=O)c2cccc3c(-c4ccc(O)c(OC)c4)coc23)cc1	0	33	-11	1	-21	·	·	7	-7	-3	-5
CCOc1ccc(-n2ccnc(SCC(=O)Nc3ccc(OC)cc3OC)c2=O)cc1	-11	5	22	-1	7	-6	7	-12	-26	7	0
COc1cccc(-c2nc(S(=O)(=O)c3ccccc3)c(N3CCOCC3)o2)c1	-2	-7	10	-2	3	-2	-15	11	6	3	-6
CSc1cccc(NC(=O)/C=C/c2ccco2)c1	-18	-13	-30	-22	-6	-2	-23	-13	2	6	-7
Cc1ccc(C(=O)N(Cc2sccc2C)C2CCS(=O)(=O)C2)cc1 (centres undefined)	-18	10	6	-10	0	-10	3	4	2	-7	3
Cc1cc(C)n(C(=O)c2ccc(NC(=O)C3CC3)cc2)n1	-11	-15	7	-8	5	7	4	9	-3	-6	4
Cc1cc2c(cc1C)N(C(=O)CCl)CCN2C(=O)CCl	9	3	11	8	-3	-15	0	4	19	23	-10
